esBAF inh: SWI/SNF esBAF complex inhibition; mouse ES cells, Bmi1-luciferase knock-in reporter, 24 h; 100% = twice the neutral-well signal; reporter increase, % at 12.5 µM; hit rate 2% among 350,000; in the data active means activation above about 40%;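 further: 0% = median of the plate's neutral control wells and 100% = double that signal; a rise in the Bmi1 reporter signal indicates esBAF inhibition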
E-selectin induc: induces E-selectin expression in human endothelial cells. P16581. HUVEC E-selectin immunofluorescence imaging; normalized: neutral wells 0, TNF-alpha wells 100. activation, % at 7.58 µM. hit rate 0.37% among 260,000;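 active means mean E-selectin-positive cell signal at least 10% of the positive control, reached in at least 60% of replicates, without over 20% cell loss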;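 further: in these data hits start at about 27%; measured in HUVEC primary endothelial cells; signal is the percent of cells scored E-selectin positive by PE staining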
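Assay system: HUVEC, human umbilical vein endothelial cells / Amount: 3,000 HUVEC/well / Controls: TNF-alpha positive control, DMSO neutral control / Compound dosing: single concentration / Medium: EGM-2 over gelatin coat / Evaluation: percent E-selectin-positive cells / Signal: immunofluorescence imaging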
ARNT-TACC3 inh: disrupts binding between human ARNT and TACC3; Q9Y6A5; hit rate 0.66% among 390,000; inhibition, % at 9.99 µM; AlphaScreen His-ARNT PAS-B/GST-TACC3 binding, luminescence; TACC3 fragment carries E629A point mutation;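 active means mean inhibition of replicates at least 50% and at least half of replicates each reaching 50%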;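 further: 0% = complete ARNT plus TACC3 wells and 100% = ARNT alone without TACC3; many hits fall short of the cut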
Casp6 inh: blocks human caspase-6 cleavage activity; purified caspase-6, Z-VEID-R110 cleavage fluorescence; inhibition, % at 12.5 µM; hit rate 0.53% among 350,000;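 active means mean inhibition across replicates at least about 35%, with every replicate also reaching that limit, limit read from the data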;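 further: 0% = median of neutral control wells and 100% = no fluorescence left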
PglD inh: inhibitors of Campylobacter jejuni PglD acetyltransferase | inhibition, % at 12.5 µM | purified PglD enzyme, DTNB colorimetric CoA detection | AID 602405 | hit rate 0.098% among 360,000; in the data active means inhibition above about 16%, passing the limit was not always enough; further: strong numbers were not always called active
ERp5 block: ERp5 (human) disulfide isomerase inhibition; Q15084; ERp5 insulin aggregation, absorbance 650 nm, 90 min; inhibition, % at 9.99 µM; hit rate 0.05% among 350,000; AID 651711;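 active means mean replicate inhibition above about 25%, with every replicate also reaching it, limit read from the data, passing the limit was not always enough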
Target sequence (Q15084 whole entry, looked up): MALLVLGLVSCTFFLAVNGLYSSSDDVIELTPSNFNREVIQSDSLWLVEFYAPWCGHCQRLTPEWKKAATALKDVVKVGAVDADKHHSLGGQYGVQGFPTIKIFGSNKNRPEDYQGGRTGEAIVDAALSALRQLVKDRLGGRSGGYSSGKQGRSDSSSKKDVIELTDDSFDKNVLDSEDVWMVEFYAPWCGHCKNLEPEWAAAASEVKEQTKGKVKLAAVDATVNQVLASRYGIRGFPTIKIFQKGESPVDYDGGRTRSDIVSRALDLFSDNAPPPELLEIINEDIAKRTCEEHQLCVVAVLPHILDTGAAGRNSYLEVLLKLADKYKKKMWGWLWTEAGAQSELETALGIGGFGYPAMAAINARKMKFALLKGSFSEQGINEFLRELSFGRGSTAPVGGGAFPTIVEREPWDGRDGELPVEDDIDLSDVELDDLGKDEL
RAD54 branch: inhibitors of human RAD54 branch migration | Q92698 | RAD54 Holliday junction branch migration, FAM/BHQ fluorescence | inhibition, % at 10.4 µM | hit rate 0.14% among 360,000 | AID 602329;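 active means mean normalized replicate activity at least 40 and at least half of replicates scoring 40 or more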;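 further: 0% = median of neutral control wells and 100% = median of positive control wells; inhibitors cause a drop in the FAM fluorescence signal; in these data hits start at about 50%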
RAD52 inh: blocks human RAD52 DNA annealing; hit rate 0.46% among 360,000; inhibition, % at 18.7 µM; recombinant RAD52 DNA annealing, FRET fluorescence; P43351;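 active means every replicate showing at least 50% inhibition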
Target sequence (P43351 whole entry, looked up): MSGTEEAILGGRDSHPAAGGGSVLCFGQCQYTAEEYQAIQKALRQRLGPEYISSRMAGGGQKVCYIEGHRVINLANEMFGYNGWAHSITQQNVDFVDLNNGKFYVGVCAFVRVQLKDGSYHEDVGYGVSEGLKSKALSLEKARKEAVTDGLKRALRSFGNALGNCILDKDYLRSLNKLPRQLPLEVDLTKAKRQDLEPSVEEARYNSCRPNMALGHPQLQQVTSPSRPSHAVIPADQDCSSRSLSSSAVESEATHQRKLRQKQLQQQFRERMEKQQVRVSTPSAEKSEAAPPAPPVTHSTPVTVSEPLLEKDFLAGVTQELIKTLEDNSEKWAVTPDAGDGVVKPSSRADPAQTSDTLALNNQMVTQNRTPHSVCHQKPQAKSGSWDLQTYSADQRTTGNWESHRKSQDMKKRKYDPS
Numbers without * were called inactive; · = not tested or not shown. Compounds were not picked by outcome, and some 3.2% of all compounds hit somewhere here.

Sample of the layout:
SMILES	esBAF inh	E-selectin induc	ARNT-TACC3 inh	Casp6 inh	PglD inh	ERp5 block	RAD54 branch	RAD52 inh
CCOc1ccccc1NC(=O)CSc1nnnn1C1CCCC1	-5	·	23	-3	0	-11	2	-16
Cc1cccc(NC(=S)N(C)C2(c3ccccc3Cl)CCCCC2=O)c1 (centres undefined)	-9	·	-1	·	1	·	5	·
COc1ccc(-c2c(=O)n(OCc3nc4ccccc4[nH]3)c3ccccc3[n+]2[O-])cc1	·	·	-4	-1	·	-9	·	-8
COc1cc2c(cc1OC)CN(C(=O)CSc1ccc(F)cc1)CC2	6	·	-2	-55	1	-1	-7	-20
O=C(O)c1ccccc1C(=O)Nc1ccccc1	7	·	-13	·	-7	·	0	·

Main list, previewed entries included:
SMILES	esBAF inh	E-selectin induc	ARNT-TACC3 inh	Casp6 inh	PglD inh	ERp5 block	RAD54 branch	RAD52 inh
CCOc1ccccc1NC(=O)CSc1nnnn1C1CCCC1	-5	·	23	-3	0	-11	2	-16
Cc1cccc(NC(=S)N(C)C2(c3ccccc3Cl)CCCCC2=O)c1 (centres undefined)	-9	·	-1	·	1	·	5	·
COc1ccc(-c2c(=O)n(OCc3nc4ccccc4[nH]3)c3ccccc3[n+]2[O-])cc1	·	·	-4	-1	·	-9	·	-8
COc1cc2c(cc1OC)CN(C(=O)CSc1ccc(F)cc1)CC2	6	·	-2	-55	1	-1	-7	-20
O=C(O)c1ccccc1C(=O)Nc1ccccc1	7	·	-13	·	-7	·	0	·
CCNC(=O)C1(C)CCN(C(=O)c2ccc(F)c(Cl)c2)C1 (centres undefined)	-8	0.0	·	-2	-3	2	5	-3
COc1cc2c(cc1OC)C(C(=O)N1CCN(c3ccccc3)CC1)C(c1cccs1)N(C)C2=O (centres undefined)	-8	·	6	·	2	·	11	·
O=C(Cc1cccc2ccccc12)Nc1cc(Cl)ccc1C(=O)O	-6	0.2	-16	1	8	2	0	-10
COc1ccc(/C=C(/CC(=O)Nc2ccccc2)c2nc3ccccc3s2)cc1	·	-1.2	39	-1	·	-1	·	-20
COc1ccc(S(=O)(=O)N(C)C[C@H]2Oc3ccc(NS(=O)(=O)c4ccc(Cl)cc4)cc3CC(=O)N([C@@H](C)CO)C[C@H]2C)cc1	-1	-0.1	11	·	0	·	1	·
O=C(NNS(=O)(=O)Cc1ccccc1)c1ccc([N+](=O)[O-])cc1	6	·	-4	2	6	3	3	-10
CC(C)C(NC(=O)c1ccccc1F)C(=O)NCCCn1ccnc1 (centres undefined)	-6	·	·	-25	-4	-5	0	-9
CCC(=O)N1C[C@@H](C)[C@@H](OC)CN(C)C(=O)c2cc(NC(=O)CC(F)(F)F)ccc2OC[C@@H]1C	·	0.1	·	13	·	-1	·	-43
CCCCOc1ccc(C2CC(=O)NC2=O)cc1 (centres undefined)	9	-0.1	-3	·	2	·	-6	·
O=C(COC(=O)c1cc(Cl)ccc1O)NC(=O)NCc1ccccc1	1	·	-9	-2	8	-5	2	0
Cn1c(=O)c(=O)n(C)c2cc(S(=O)(=O)NCCN3CCN(c4ccccc4F)CC3)ccc21	·	·	1	3	·	2	·	2
O=C(CSc1nc2nc(-c3cccs3)cc(C(F)(F)F)c2c(=O)[nH]1)Nc1c(F)c(F)c(F)c(F)c1F	-29	-2.3	-7	5	-1	2	4	-5
CO[C@H]1CN(C)C(=O)c2ccc(NS(=O)(=O)c3cccc(F)c3)cc2OC[C@H](C)N(C(=O)Cc2cccnc2)C[C@@H]1C	·	-0.2	·	0	·	3	·	3
COC(=O)CNC(=O)c1cccc(Cl)c1	·	·	3	1	·	4	·	-11
Cc1ccc(CN2CCC(C(=O)NCCC(C)C)CC2)o1	5	·	-3	·	2	·	-12	·
COc1ccc(C(=O)C(C)OC(=O)CNC(=O)c2ccco2)cc1 (centres undefined)	-6	·	-19	0	4	-2	5	1
CC1CN(S(=O)(=O)N2CCOCC2)CCN1S(=O)(=O)N1CCOCC1 (centres undefined)	-1	·	-2	3	-3	-2	-4	-6
O=C(c1ccccc1)C1CCN(C(=O)C2CCC(=O)N(Cc3ccccc3F)C2)CC1 (centres undefined)	8	-0.1	-11	28	0	5	12	7
CN1CCN(S(=O)(=O)c2ccc(NC(=O)c3ccccc3F)cc2)CC1	2	·	-6	-1	3	-5	-3	-7
COc1cccc(OCCOc2ccc(/C=C3/SC(=S)NC3=O)cc2)c1	-7	-0.1	-11	-4	·	-3	·	-10
CC(=O)c1c(C)n([O-])c2ccc(C)cc2[n+]1=O	4	·	34	·	1	·	5	·
CC(C)NC(=O)N1[C@H](CO)[C@H](c2ccccc2)C12CN(C(=O)Cc1cccnc1)C2	·	-0.2	·	-1	·	-3	·	20
CN1C=C/C(=C\c2cc[n+](C)c3ccccc23)c2ccccc21	-37	0.1	30	-2	-17	0	82*	79*
Nc1ccc2c(c1)Nc1ccccc1CC2	·	·	-2	-3	·	-1	·	-9
CC(OC(=O)c1cccc(O)c1)C(=O)N(C)Cc1ccccc1 (centres undefined)	-1	-2.2	1	5	-6	-1	10	-11
COc1ccc(CN2C(=O)CN(S(C)(=O)=O)CC2(C)C(=O)Nc2c(C)cccc2C)cc1OC (centres undefined)	·	0.6	·	0	·	0	·	-11
O=C(CC1C(=O)NCCN1Cc1ccc(F)cc1Cl)NC1CCCCCCC1 (centres undefined)	7	·	3	12	1	5	3	-34
CCC(=O)N1C[C@@H](C)[C@H](OC)CN(C)C(=O)c2cc(NC(=O)C3CCCCC3)ccc2OC[C@@H]1C	4	-0.2	-8	-2	-3	2	6	3
CC(C)CC#Cc1ccc2c(c1)O[C@H](CN(C)S(=O)(=O)c1cccc(F)c1)[C@@H](C)CN([C@H](C)CO)S2(=O)=O	0	-0.2	1	1	-1	2	5	·
COc1cc(CN2CCC(n3nccc3NC(=O)c3ccc4c(c3)OCO4)CC2)ccc1O	-4	-0.1	6	-10	3	5	3	-37
NC(=O)Cn1c(=O)n(-c2ccccc2)c(=O)c2oc3ccccc3c21	·	-0.4	-3	0	·	1	·	-2
O=C1C2C3CCC(O3)C2C(=O)N1c1nccs1 (centres undefined)	-3	0.2	1	-3	4	1	-13	1
CC(/C=N/NC(=S)Nc1cccc(S(=O)(=O)N(C)C)c1)c1ccccc1 (centres undefined)	·	·	0	1	-5	0	-7	-16
C[C@@H]1CN([C@@H](C)CO)C(=O)c2c(c3ccccc3n2C)-c2ccccc2CO[C@H]1CN(C)Cc1ccc(C(=O)O)cc1	-3	0.0	·	·	0	·	6	·
CCOC(=O)C1(CCOc2ccccc2)CCN(Cc2ccc3c(c2)OCCO3)CC1	·	6.5	-2	-1	·	7	·	-12
C[C@H]1CN([C@@H](C)CO)C(=O)c2c(c3ccccc3n2C)-c2ccccc2CO[C@H]1CN(C)C(=O)Nc1cccc(F)c1	·	-3.4	·	1	·	7	·	3
COc1ccc(N/C=C\C(=O)c2ccc3ccccc3c2)cc1	43*	·	-5	-2	3	-4	-7	-8
CCN(CC)C(=O)CSc1nnc([C@@H](N)C(C)C)o1	·	-0.4	-6	-7	·	9	·	-15
C[C@@H]1CN([C@@H](C)CO)C(=O)c2cc(NS(C)(=O)=O)ccc2O[C@@H]1CN(C)C(=O)Nc1ccccc1	0	-13	·	2	8	3	-3	9
CCOC(=O)N1CCN(c2c(NCCCN(CC)c3cccc(C)c3)c(=O)c2=O)CC1	10	·	0	·	-2	·	8	·
C[C@H]1CN=C(Nc2ccccc2)N1CCc1ccc(F)cc1	-3	0.1	-4	1	1	2	-9	-2
COc1ccc(C(C)=O)cc1COC(=O)C1CCN(C(=O)c2ccc(Cl)cc2)CC1	-7	·	0	-1	-8	-4	-8	-11
CC(C)C(=O)Nc1ccc(-c2ccc3nncn3n2)cc1	-2	·	-15	-5	·	-5	·	-19
Cc1nc(=O)c(-c2ccccc2)c(C)n1CCCO	-5	·	-1	·	2	·	-3	·
CC1CCN(CCc2nc3cc(NC(=O)COc4ccc(Cl)cc4)ccc3n2C)CC1	-1	·	4	-5	0	-3	-6	-25
COC(=O)c1cnc(Nc2nc(C(N)Cc3ccccc3)cs2)nc1C(F)(F)F (centres undefined)	-7	1.3	·	1	-8	-4	5	-20
CCc1ccc(-c2ccc(SCc3ccccn3)nn2)cc1	63*	1.4	-6	-2	-3	3	6	-20
Nc1c(C(=O)O)sc2nc(-c3ccccc3)c3c(c12)CCCC3	·	·	1	4	·	-1	·	-23
Cn1c(=O)cc(SCC(=O)Nc2ccc3c(c2)OCO3)c2ccccc21	6	·	4	·	1	·	-2	·
N=c1c2c3c(sc2nc2n1CCC2)CCCC3	-1	·	-1	·	-4	·	-1	·
Cc1ccccc1N(C(=O)c1csnn1)C(C(=O)NC(C)(C)C)c1ccncc1 (centres undefined)	1	0.7	-12	1	0	0	-7	-13
CC(/C=C1\SC(=S)N(CCC(=O)Nc2ccccc2O)C1=O)=C\c1ccccc1	-1	·	5	1	0	6	-1	-98
Nc1nc(N2CCCCC2)nc(N2CCCCC2)n1	-7	·	-8	·	4	·	-4	·
CC(OC(=O)COc1ccccc1Cc1ccccc1)C(=O)N(C)c1ccccc1 (centres undefined)	2	-2.4	-7	16	1	9	-4	0
NC(=O)c1ccccc1NC(=O)Nc1cccc2ccccc12	·	·	-2	-3	·	0	·	-12

Additional results:
SMILES	esBAF inh	E-selectin induc	ARNT-TACC3 inh	Casp6 inh	PglD inh	ERp5 block	RAD54 branch	RAD52 inh
COc1cccc(C(=O)NCCS(=O)(=O)NCc2ccc3c(c2)OCO3)c1	-4	-0.6	1	0	0	-3	5	-6
Cc1ccc(S(=O)(=O)CC(CN2CCCCC2)N2CCCCC2)cc1 (centres undefined)	·	0.6	·	-9	·	-4	·	-74
CCC(=O)Nc1ccc2c(c1)C(=O)N(C)C[C@H](OC)[C@@H](C)CN(Cc1cccc(F)c1)[C@@H](C)CO2	-5	0.1	-7	-1	-3	-2	5	-6
COc1cc2c(cc1OC)C(C)N(C(=O)c1sc(-c3cnccn3)nc1C)CC2 (centres undefined)	·	0.0	·	4	·	3	·	-9
CCC(C)[C@H](NC(=O)NCc1ccccc1Cl)C(=O)OC (some centres undefined)	-6	·	0	·	-1	·	3	·
O=C(CCCOc1ccccc1)NCC1CCCO1 (centres undefined)	19	·	1	·	-5	·	0	·
CO[C@@H]1CN(C)C(=O)c2cc(NC(=O)c3cnccn3)ccc2OC[C@H](C)N(C(=O)C2CC2)C[C@@H]1C	-1	0.3	2	2	-1	3	2	0
COc1ccc(CCNC(=O)COC(=O)COc2c(C)cc(C)cc2C)cc1OC	·	·	0	1	0	1	-3	-5
CC1(C)CC(=O)C2=C(C1)OC(N)=C(C#N)C21CCC2(CC1)OCCO2	-5	·	0	·	-2	·	-6	·
O=C(COC(=O)c1ccc(F)c(S(=O)(=O)N2CCOCC2)c1)NCCc1ccc(F)cc1	2	1.4	20	0	3	·	-7	-7
O=C(NCCO)C(=O)NCC(c1cccs1)S(=O)(=O)c1ccc(F)cc1 (centres undefined)	1	-0.1	·	-2	-2	1	5	-7
Cc1ccc(C)c(Cn2nnc(C(=O)Nc3ccc4c(c3)OCCO4)c2N)c1	64*	0.6	5	5	1	7	-6	-12
Cc1cccnc1CCNC(=O)c1ccc(OC2CCN(Cc3ccccn3)CC2)cc1	-4	·	-11	-5	4	-1	-1	-15
Cc1ccccc1OC(C)C(=O)Nc1ccc2c(c1)OCCO2 (centres undefined)	·	0.0	1	1	9	-4	3	-8
Cc1ccccc1-c1cnc2c(c1)C(=O)N([C@H](C)CO)C[C@@H](C)[C@@H](CN(C)C(=O)c1cccnc1)O2	-3	-0.2	-8	-1	4	0	-2	5
O=C(NCC(=O)N1CCCC1)c1ccc(Br)o1	-5	·	27	-2	-1	3	-5	-12
COC(=O)Nc1ccc(S(=O)(=O)N2CCCC(C(=O)Nc3cccc4c3OCCO4)C2)cc1 (centres undefined)	0	·	5	·	2	·	7	·
COCCCNC(=O)c1cc2cc([N+](=O)[O-])cc(OC)c2oc1=O	-2	-0.1	0	0	1	-2	-14	0
